Shn3 inh set2 – inhibitors of Schnurri-3 3'UTR reporter in osteoblasts; Clone20 osteoblast Shn3 3'UTR firefly luciferase, 24 h; inhibition, % at 12.5 µM; hit rate 0.52% among 360,000; AID 588674;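 active = mean inhibition of at least 75% with every replicate also reaching 75%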;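 note: 0% = median of neutral control wells and 100% = pilot-screen positive control compound; some compounds past the cut are filed as inactive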
TRPM1 prom inh – inhibitors of MITF-driven TRPM1 promoter in melanoma cells. AID 488899. hit rate 0.83% among 330,000. inhibition, % at 12.5 µM. SK-MEL-5 TRPM1 promoter luciferase, 24 h;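 active = mean inhibition across replicates of 60% or more, whatever share of single replicates reaches that level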; note: values of inactives mirror those of a sister screen read the other way
NR2E3 ag-1 – activates human photoreceptor nuclear receptor NR2E3; Q9Y5X4; GST-NR2E3/biotin-RetCOR TR-FRET, 1536-well; inhibition of corepressor binding, % at 4.78 µM; hit rate 0.12% among 320,000; AID 2300;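 active = percent inhibition above the cutoff of mean plus 3 SD of all tested compounds, set per screening campaign, cut at about 20% in these data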;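 note: 0% = DMSO wells and 100% = biotin wells as full block of FRET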
Target sequence (Q9Y5X4 whole entry, looked up): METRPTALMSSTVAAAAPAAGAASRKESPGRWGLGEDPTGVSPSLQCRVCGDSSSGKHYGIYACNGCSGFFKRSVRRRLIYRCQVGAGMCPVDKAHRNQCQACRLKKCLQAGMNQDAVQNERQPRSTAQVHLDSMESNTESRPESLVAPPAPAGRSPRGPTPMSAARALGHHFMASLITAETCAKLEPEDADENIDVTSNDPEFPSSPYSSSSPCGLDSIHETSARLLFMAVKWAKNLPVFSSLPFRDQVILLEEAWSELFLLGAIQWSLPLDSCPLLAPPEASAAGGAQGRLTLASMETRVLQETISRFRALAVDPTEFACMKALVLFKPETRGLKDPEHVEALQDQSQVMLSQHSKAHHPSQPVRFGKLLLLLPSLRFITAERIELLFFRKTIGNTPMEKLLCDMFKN
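Format: 1536-well format; test system: GST-NR2E3 and biotin-RetCOR proteins; read-out basis: percent inhibition of TR-FRET ratio; timing: 5 h incubation at 4 °C; detection: time-resolved FRET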
KKLEB tox – CF airway cell cytotoxicity counter-screen. KKLEB CF airway cells viability, ATPlite luminescence, overnight; stronger effect = lower value; cells stimulated with P. aeruginosa culture filtrate. hit rate 0.36% among 360,000. activity change (cytotoxicity), % at 5 µM;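 active = corrected activity change at or below -50% at 5 µM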
HIF-2a block – HIF-2a inhibition; 786-0 RCC cells HIF-2a reporter, luciferase luminescence, overnight; inhibition, % at 18.8 µM; hit rate 0.72% among 360,000; AID 624352;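 active = inhibition of the luminescence signal of 40% or more relative to plate controls, in a single-dose primary screen at 18.75 µM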
EBV LMP1 NFkB – Epstein-Barr LMP1 NF-kappaB reporter inhibition | AID 504558 | hit rate 0.69% among 350,000 | inhibition, % at 12.5 µM | LMP1-induced NF-kappaB luciferase reporter cells, luminescence; in the data active = inhibition above about 41%;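 note: 0% = neutral control wells and 100% = reference inhibitor control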
NR2E3 ag-2 – activates human NR2E3 receptor; Q9Y5X4; CHO-S Gal4-NCOR/VP16-NR2E3 two-hybrid, luciferase; inhibition of corepressor binding, % at 3.98 µM; hit rate 0.35% among 360,000; AID 602229;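 active = inhibition above the mean of all tested compounds plus 3 SD, cut at about 70% in these data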;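 note: 0% = DMSO with NR2E3 transfected cells and 100% = cells lacking NR2E3 construct; higher means lower luciferase signal from less NR2E3 corepressor binding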
TRAIL sens C8 – sensitizes caspase-8 expressing cells to TRAIL; inhibition (viability loss, TRAIL sensitization), % at 10 µM; NB7+C8 cells + TRAIL, ATPlite viability luminescence; hit rate 1% among 360,000; AID 624354;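 active = compounds causing at least 50% loss of cell viability in the single-dose screen, relative to plate controls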
iPSC survival up – increases survival of single human iPS cells | survival enhancement, % at 20 µM | hit rate 0.044% among 360,000 | hiPSC single-cell survival, ATPlite luminescence; 100% = ROCK inhibitor wells, 0% = DMSO; in the data active = survival enhancement above about 18%;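 note: cells exposed to compounds for 16 hours before the ATP read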
CF NFkB inh – blocks PAF-induced NF-kB reporter in cystic fibrosis cells; KKLEB NF-kB-GFP reporter, GFP fluorescence overnight; AID 588850; hit rate 0.86% among 360,000; inhibition, % at 5 µM;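 active = at least 50% inhibition at 5 µM, scaled per plate between neutral and stimulator controls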;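 note: PAF is a Pseudomonas aeruginosa culture filtrate used as stimulus; plate controls were PAF-stimulated DMSO wells for no effect and unstimulated DMSO wells for full effect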
Peg3 prom inh – inhibitors of Peg3 promoter; hit rate 1.7% among 360,000; inhibition, % at 20 µM; HeLa PEG-Prom luciferase reporter, luminescence, overnight;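 active = inhibition of at least 50% at 20 µM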
Starred values were filed as active, the others as inactive; . = no result given. Only part of the results is shown. The share of hits here may be higher or lower than overall.

item	SMILES	Shn3 inh set2	TRPM1 prom inh	NR2E3 ag-1	KKLEB tox	HIF-2a block	EBV LMP1 NFkB	NR2E3 ag-2	TRAIL sens C8	iPSC survival up	CF NFkB inh	Peg3 prom inh
1	O=[N+]([O-])c1cccc(Cn2cnc3c(=S)nc[nH]c32)c1	-17	-3	.	7	10	-6	-1	-20	-1.7	-6	3
2	N#C/C(=C/c1ccc(N2CCCCCC2)o1)c1ccc(Cl)cc1	96*	-19	2	-40	45*	30	21	39	-5.0	71*	97*
3	Cc1cccc(NC(=O)C2C(c3ccccc3)C2(Cl)Cl)c1 (centres undefined)	-13	3	1	3	8	-6	-17	-1	-0.4	-2	15
4	CC(C)C(c1nnnn1Cc1ccc2c(c1)OCO2)N1CCN(c2ccccc2)CC1 (centres undefined)	24	-2	3	7	27	5	-39	5	0.2	-4	19
5	Cc1nnc(-c2cccc(C(F)(F)F)c2)nc1N1CCOCC1	5	-5	2	3	-17	-4	-9	-2	4.7	-19	-15
6	CNC(=O)C1CC(=O)N(Cc2ccc(OC)c(OC)c2)C(=Nc2ccc(OC)cc2)S1 (centres undefined)	8	4	-1	-1	8	2	10	-2	0.6	6	12
7	CC(NC(N)=O)C12CC3CC(CC(C3)C1)C2 (centres undefined)	-14	0	-3	0	14	1	-27	2	8.2	-20	12
8	Cc1cc(NC(=O)CCC(=O)N(c2ccc(C)c(F)c2)C(C(=O)NC2CCCC2)c2ccco2)no1 (centres undefined)	7	4	4	-5	-14	1	-51	13	0.1	6	3
9	COc1ccc(C(=O)Nc2nnc(SCC(=O)NCc3ccco3)s2)c(OC)c1	3	19	1	-11	1	23	-65	59*	-0.3	-5	-39
10	Cc1cc(C)n(C(=O)c2ccc(Cl)c(F)c2F)n1	12	4	3	6	15	3	-6	-1	-1.2	-2	-1
11	CCCCCCNC(=O)CCCCCNS(=O)(=O)c1ccc(OC)cc1	9	-12	-1	9	12	6	6	2	-1.5	-4	-93
12	Cn1cnnc1SCC(=O)Nc1ccc(N2CCCCC2)cc1	1	.	2	4	-73	-1	9	0	-2.1	8	-51
13	CC(=O)c1c(C)[nH]c(C(=O)Nc2ccc3c(c2)OCCO3)c1C	-38	-22	0	5	-122	1	-109	26	-3.9	-20	-186
14	CCSc1nnc(NC(=O)c2csc3c2CCCC3)s1	-12	-21	6	-15	-19	4	-20	1	-1.3	5	-32
15	Cc1ccc(CNC(=O)CCCCCNC(=O)N2CCn3c2nc2ccccc23)cc1	4	-5	-2	4	-30	3	11	8	2.2	2	-27
16	Nc1nc2ccccc2n1CCOc1ccccc1Cl	29	-16	-2	-18	-28	9	27	11	-1.8	-2	-18
17	O=C(CCN1C(=O)C2CCCCC2C1=O)Nc1nc(-c2ccc(F)c(F)c2)cs1 (centres undefined)	-16	-10	-1	-32	-43	-7	-7	-3	0.2	-11	-35
18	COc1ccc(OC)c(NC(=O)c2nnn(Cc3ccccc3C)c2N)c1	12	-13	1	4	-15	1	69	1	2.1	11	19
19	CC(=O)N(C)c1ccc(OCC(O)Cn2c3ccc(Cl)cc3c3cc(Cl)ccc32)cc1 (centres undefined)	24	-3	3	-13	28	-60	24	14	4.7	-6	61*
20	NC(=O)NC(Cc1ccccc1)c1ccccc1 (centres undefined)	16	1	.	12	6	3	5	10	-0.2	1	9
21	COc1ccc(OC)c(NC(=O)N2CCc3ccccc3C2)c1	-11	-10	-1	-1	-55	3	-15	6	0.5	-10	-39
22	CCCCN(C(=O)c1cc2ccccc2o1)c1c(N)n(CCCC)c(=O)[nH]c1=O	-3	5	-2	5	-21	8	-19	16	2.0	-12	-14
23	CSc1nnc(-c2cccc(NC(=S)NN)c2)o1	11	-2	0	3	-3	3	12	0	0.3	5	-12
24	CN1CC(c2ccccc2)C(c2ccc(Cl)cc2)=N1 (centres undefined)	12	1	4	-7	10	11	7	3	-0.2	6	13
25	CCOC(=O)NCc1ccc(CNC(=O)OCC)cc1	-13	0	3	8	11	2	0	3	-2.2	-5	11
26	CCN1C(=O)N(C(C)=O)C2C1N(C(C)=O)C(=O)N2C(C)=O (centres undefined)	-19	3	0	-17	0	-9	-18	-4	-0.3	3	5
27	CC(C)COC(=O)N1CC(O)CC1C(=O)Nc1ccc2c(c1)OCO2 (centres undefined)	4	.	5	4	-3	7	-38	-31	1.3	8	8
28	COc1cccc(/C=N/n2c(C)nc3ccccc32)c1OC	0	-22	2	-5	-105	-4	-37	21	-0.7	-9	-41
29	COc1ccccc1C(=O)Nc1onc(C)c1C#N	-2	8	4	0	-3	-8	1	2	-2.2	-18	-6
30	Cc1nc(NC(=O)c2cc3ccccc3o2)ccc1Br	-71	-65	4	-8	-234	-20	-39	11	-0.4	-1	-263
31	Cc1ccccc1NS(=O)(=O)c1ccc(NS(=O)(=O)c2cccs2)cc1	-21	-6	7	-10	-1	-9	-8	-11	1.8	-12	15
32	COC(=O)CCc1cccc(CCC(=O)OC)c1	-5	15	2	4	2	-1	-36	1	-1.6	-12	-6

Sorted by SMILES length (largest number first): part of the list above.
item	SMILES	Shn3 inh set2	TRPM1 prom inh	NR2E3 ag-1	KKLEB tox	HIF-2a block	EBV LMP1 NFkB	NR2E3 ag-2	TRAIL sens C8	iPSC survival up	CF NFkB inh	Peg3 prom inh
8	Cc1cc(NC(=O)CCC(=O)N(c2ccc(C)c(F)c2)C(C(=O)NC2CCCC2)c2ccco2)no1 (centres undefined)	7	4	4	-5	-14	1	-51	13	0.1	6	3
19	CC(=O)N(C)c1ccc(OCC(O)Cn2c3ccc(Cl)cc3c3cc(Cl)ccc32)cc1 (centres undefined)	24	-3	3	-13	28	-60	24	14	4.7	-6	61*
4	CC(C)C(c1nnnn1Cc1ccc2c(c1)OCO2)N1CCN(c2ccccc2)CC1 (centres undefined)	24	-2	3	7	27	5	-39	5	0.2	-4	19
9	COc1ccc(C(=O)Nc2nnc(SCC(=O)NCc3ccco3)s2)c(OC)c1	3	19	1	-11	1	23	-65	59*	-0.3	-5	-39
31	Cc1ccccc1NS(=O)(=O)c1ccc(NS(=O)(=O)c2cccs2)cc1	-21	-6	7	-10	-1	-9	-8	-11	1.8	-12	15
26	CCN1C(=O)N(C(C)=O)C2C1N(C(C)=O)C(=O)N2C(C)=O (centres undefined)	-19	3	0	-17	0	-9	-18	-4	-0.3	3	5
12	Cn1cnnc1SCC(=O)Nc1ccc(N2CCCCC2)cc1	1	.	2	4	-73	-1	9	0	-2.1	8	-51
32	COC(=O)CCc1cccc(CCC(=O)OC)c1	-5	15	2	4	2	-1	-36	1	-1.6	-12	-6
16	Nc1nc2ccccc2n1CCOc1ccccc1Cl	29	-16	-2	-18	-28	9	27	11	-1.8	-2	-18

(cont.)
Abbreviations: A = Shn3 inh set2; B = TRPM1 prom inh; C = NR2E3 ag-1; D = KKLEB tox; E = HIF-2a block; F = EBV LMP1 NFkB; G = NR2E3 ag-2; H = TRAIL sens C8; I = iPSC survival up; J = CF NFkB inh; K = Peg3 prom inh
33: CCCCN(C(=O)CSCC(=O)Nc1ccc(OC)cc1)c1c(N)n(Cc2ccccc2)c(=O)[nH]c1=O
  A = 14	B = 13	C = 1	D = 1	E = 18	F = 2	G = 0	H = -2	I = -0.3	J = 25	K = 4

34: Cc1cc(C)cc(N(CC(=O)NC2CCCCC2)C(=O)c2ccc(C)s2)c1
  A = 3	B = 8	C = 2	D = 3	E = 13	F = 7	G = -11	H = 0	I = -1.7	J = -1	K = 3

35: CCCc1c(C)c2ccc(OCC(C)=O)cc2oc1=O
  A = -39	B = -36	C = 5	D = 2	E = -180	F = -14	G = -84	H = 2	I = -0.5	J = -10	K = -251

36: Cc1[nH]n(-c2ccccc2)c(=O)c1N=Nc1cccc(Cl)c1
  A = -15	B = -9	C = 1	D = -5	E = -160	F = -31	G = -9	H = 7	I = -0.7	J = 6	K = -237

37: Cc1cc(NC(=O)C(C)SCC(=O)Nc2ccccc2N2CCCC2)no1 (centres undefined)
  A = 11	B = 7	C = 4	D = -8	E = 2	F = -2	G = 3	H = 4	I = -0.5	J = 1	K = 13

38: Cc1cccc2cc(C#N)c(SCC(=O)NCC3CCCO3)nc12 (centres undefined)
  A = 4	B = 5	C = 6	D = 2	E = 9	F = 4	G = -7	H = 7	I = -3.2	J = -2	K = 2

39: CCCCn1c(/N=C/c2cc(OC)ccc2O)nc2ccccc21
  A = 11	B = 13	C = 0	D = 0	E = 17	F = 1	G = -12	H = -9	I = -2.6	J = -5	K = 0

40: CC(=O)c1ccc(N=Nc2c(C)[nH]n(-c3ccccc3)c2=O)cc1
  A = 6	B = 2	C = 4	D = 2	E = -65	F = 6	G = -42	H = 6	I = 0.4	J = 2	K = -40

41: COc1ccc(C(=O)NC2CCN(C(=S)Nc3ccccc3)CC2)cc1
  A = 9	B = 3	C = 5	D = -5	E = 12	F = 4	G = 3	H = -2	I = -0.8	J = 16	K = 7

42: O=c1[nH]c(/C=C\c2cccs2)nc(O)c1[N+](=O)[O-]
  A = -2	B = -5	C = -5	D = -5	E = 6	F = 0	G = 1	H = -10	I = -1.8	J = 5	K = 8

43: CCOc1cc([N+](=O)[O-])cc(/C=N/NC(=O)c2c(-c3ccccc3)noc2C)c1O
  A = 0	B = 5	C = 2	D = 0	E = 11	F = 5	G = -17	H = 7	I = -0.3	J = 4	K = 28

44: CC(C)(CO)NC(=S)NCc1ccco1
  A = 1	B = -13	C = 0	D = -15	E = 2	F = 2	G = -20	H = 0	I = -0.6	J = 14	K = 4

45: CC1(C(=O)NS(=O)(=O)c2ccc3ccccc3c2)CCN1C(=O)Cc1ccc(-c2ccccc2)cc1 (centres undefined)
  A = 5	B = .	C = .	D = 21	E = 15	F = .	G = 48	H = -6	I = 1.2	J = -16	K = 6

46: COC(CNC(=O)c1ccc2c(c1)ncn2-c1cccc(F)c1)OC
  A = -7	B = -4	C = -2	D = -9	E = 10	F = -2	G = -11	H = -1	I = 5.0	J = 7	K = 8

47: COc1cccc(-n2c(SCC(=O)Nc3ccc4c(c3)CCC4)nc3ccccc3c2=O)c1
  A = 26	B = 8	C = -1	D = -4	E = 17	F = 11	G = 7	H = 7	I = -1.3	J = 6	K = 11

48: COc1cccc(CC(=O)OC(C)C(=O)Nc2ccc(Cl)cn2)c1 (centres undefined)
  A = -3	B = 7	C = 4	D = 10	E = -3	F = 1	G = -8	H = 3	I = -0.3	J = -8	K = 5

49: COc1ccccc1OCCNC(=O)c1cccc(S(=O)(=O)N2CCN(C)CC2)c1
  A = -28	B = -16	C = -5	D = 3	E = 5	F = 2	G = -19	H = -10	I = 1.2	J = -3	K = 3

50: Cc1nc(-c2nc(-c3c(C(=O)NNC(=O)c4ccc(Cl)cc4)noc3C)cs2)cs1
  A = 15	B = 18	C = 2	D = -8	E = 15	F = 2	G = -6	H = 6	I = 2.3	J = -16	K = 3

51: O=C(NCC(c1ccco1)N1CCCC1)c1cccc(NS(=O)(=O)c2ccccc2)c1 (centres undefined)
  A = 5	B = 8	C = 0	D = 4	E = 8	F = -3	G = -1	H = -7	I = -0.4	J = -18	K = 8

52: CCn1nc(C)c(NC(=O)CCSc2nc(-c3ccco3)cc(C(F)(F)F)n2)c1C
  A = 2	B = -2	C = -1	D = -9	E = 3	F = 3	G = -5	H = 2	I = -1.4	J = 10	K = 8

Screening results (PubChem)
